Source: PubChem
ELG1 DNA repair: qHTS screen for small molecules that inhibit ELG1-dependent DNA repair in human embryonic kidney (HEK293T) cells expressing luciferase-tagged ELG1; Potency, µM (top dose mostly 46.1 µM), for inactives: at the top dose activity change, negative = inhibition, hits mostly inhibitors; 2.3% of 330,000 active; AID 504467, 2011; HEK293T ELG1-luciferase reporter, luminescence, 16 h; DNA damage induced by 5-fluorouridine; note: potency is the fitted concentration of half-maximal effect; % is set by controls: 0 for no effect and ±100 for the full control effect; nearly all actives have a fitted effect of over 55% in size
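5-Fluorouridine DNA damage + compound/DMSO, 2,000 cells/well, 16 h, 37 °C/5% CO2. ONE-Glo, 30 min RT, luminescence. Readout = decrease in reporter signal.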
B2AR arrestin: qHTS assay of beta-arrestin-biased ligands of beta2-adrenergic receptor; 0.02% of 330,000 active; Beta-2 adrenergic receptor (Homo sapiens), P07550; Potency, µM (titrated, usually from 46.1 µM), inactives show at the top dose activation, usual class: activators; beta-arrestin recruitment to beta2AR, cell-based reporter;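 note: potency is the fitted concentration of half-maximal effect; 0% = DMSO controls and full agonism = EC100 isoproterenol or metaproterenol; nearly all actives have a fitted effect of over 65% in size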
CXXC DNA block: qHTS Fluorescence Polarization Assay for Inhibitors of MLL CXXC domain - DNA interaction; Histone-lysine N-methyltransferase 2A (Homo sapiens), Q03164; MLL-CXXC / FITC-HOXA9 DNA fluorescence polarization; Potency, µM (highest dose often 115 µM), for the others: at the highest dose activity change, negative = inhibition, most hits filed as inhibitors; 0.037% of 290,000 active; active = well fitted inhibition curve with a large enough effect in the polarisation, with a control signal flat, not every such curve was filed as active; inconclusive = small, poorly fitted or top-dose-only effect, or effect the other way, or a change in a side signal; inactive = no such curve, though single readings can be large or run the other way; the % refers to the polarisation; note: potency is the fitted concentration of half-maximal effect
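Purified MLL-CXXC (added from a 7 uM solution) was preincubated 5 min at ambient with pinned compounds in 50 mM Tris-HCl pH 7.5, 50 mM NaCl, 1 mM DTT, 0.05% BSA. Fluorescein-labeled HOX-A9 DNA (50 nM solution) followed, 30 min, then polarization read.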
TRPV1 ag: HTS Assay for Compounds that Act as Agonists of the Vanilloid Receptor 1 | TRPV1-expressing cells, Fluo-8 calcium influx, agonist mode | activation, % at 8.33 µM | 0.19% of 320,000 active | AID 540275, 2011; in the data active = activation above about 80%; inconclusive = between about 30% and that limit; note: 0% is about no effect
Target sequence (Q8NER1 whole entry, looked up): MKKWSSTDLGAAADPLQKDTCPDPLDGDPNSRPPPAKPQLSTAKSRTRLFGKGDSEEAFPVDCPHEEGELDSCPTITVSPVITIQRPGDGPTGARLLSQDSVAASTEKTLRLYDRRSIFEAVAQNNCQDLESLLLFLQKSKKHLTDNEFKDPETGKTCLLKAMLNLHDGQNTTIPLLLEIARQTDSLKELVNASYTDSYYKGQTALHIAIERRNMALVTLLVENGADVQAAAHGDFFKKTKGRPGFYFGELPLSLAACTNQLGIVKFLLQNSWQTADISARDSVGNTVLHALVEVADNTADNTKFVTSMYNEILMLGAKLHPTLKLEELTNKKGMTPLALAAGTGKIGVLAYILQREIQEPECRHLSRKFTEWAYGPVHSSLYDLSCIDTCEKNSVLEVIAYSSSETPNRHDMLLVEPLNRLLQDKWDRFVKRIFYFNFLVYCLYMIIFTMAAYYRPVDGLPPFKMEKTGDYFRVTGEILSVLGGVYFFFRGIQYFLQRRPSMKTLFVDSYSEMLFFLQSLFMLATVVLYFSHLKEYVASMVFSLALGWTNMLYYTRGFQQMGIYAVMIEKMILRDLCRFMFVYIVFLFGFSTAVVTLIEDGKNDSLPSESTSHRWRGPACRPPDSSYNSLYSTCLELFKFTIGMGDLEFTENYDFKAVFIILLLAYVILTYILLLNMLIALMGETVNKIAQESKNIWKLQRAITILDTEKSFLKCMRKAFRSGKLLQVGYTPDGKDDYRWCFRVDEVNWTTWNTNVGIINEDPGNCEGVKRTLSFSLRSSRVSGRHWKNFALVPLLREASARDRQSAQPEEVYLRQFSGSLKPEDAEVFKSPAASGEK
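Fluo-8 calcium influx in TRPV1-expressing cells, kinetic read (ex 480/em 520 nm). Compound added and read 3 min for agonist activity, followed by capsaicin at EC20 final and 2 min further read for enhancement.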
Integrin act MD: qHTS for Activators of Integrin-Mediated Alleviation for Muscular Dystrophy; AID 624291, 2012; 0.064% of 350,000 active; Potency, µM (top dose mostly 38.3 µM), for the others: at the highest dose activation, most hits filed as activators; alpha7betagal myoblasts, beta-gal FDG fluorescence, 48 h;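 note: potency is the fitted concentration of half-maximal effect; 100% = response of the positive control SU9516; nearly all actives have a fitted effect of over 60% in size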
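alpha7betagal+/- myoblasts (passage 13, 250/well) treated 48 h at 37C with compounds at 1:260 dilution of DMSO stock. Lysed, then beta-galactosidase activity read as FDG fluorescence (ex 480/em 540) after 30 min, with pre-read for autofluorescence.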
BRCA1 expr up: qHTS Assay to Identify Small Molecule Activators of BRCA1 Expression; MCF7-BRCA1-FFLuc reporter, luminescence, 48 h; response scale: scaled: vehicle 0%, 10 µM genistein 100%; Potency, µM (titrated, usually from 46.1 µM), for the others: at the top dose activation, actives largely listed as activators; 1.1% of 380,000 active; AID 624202, 2012; note: potency is the fitted concentration of half-maximal effect; nearly all actives have a fitted effect of over 80% in size; some results filed as inactive show a strong effect at the top dose
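Luminescence from a BRCA1-driven firefly luciferase in MCF7 cells was the read-out, taken 15 min after substrate addition following 48 h compound exposure at 37 °C. Data were normalized to a 10 microM genistein control and DMSO vehicle.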
PTAP TSG101 blk: qHTS Assay for Iinhibitors of HIV-1 Budding by Blocking the Interaction of PTAP/TSG101 | Tumor susceptibility gene 101 protein (Homo sapiens), Q99816 | Fluorescence polarization, FITC-PTAP peptide / Tsg101 binding | Potency, µM (titrated, usually from 115 µM), for the others: at the highest dose activity change, negative = inhibition, usual class: inhibitors | 340,000 tested, under 10 active | AID 493005, 2010; active = well fitted inhibition curve with a large enough effect in the main read-out, with a control signal flat, not every such curve was filed as active; inconclusive = small, poorly fitted or top-dose-only effect, or effect the other way, or a change in a side signal; inactive = no such curve, though single readings can be large or run the other way; note: potency is the fitted concentration of half-maximal effect; % of control where 0% means no effect
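Fluorescence anisotropy tracks displacement of a FITC-tagged PTAP peptide (50 nM) from the Tsg101 binding domain (10 uM), following a 20 min room-temperature incubation at pH 7.5.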
p53 reactivator: qHTS assay for re-activators of p53 using a Luc reporter; H1299 p53-A138V BP100-luciferase reporter, luminescence, 24 h; 0.063% of 320,000 active; Potency, µM (top dose mostly 92.2 µM), inactives show at the top dose activity change, positive = activation, most hits filed as activators; AID 504706, 2011; note: potency is the fitted concentration of half-maximal effect; % of control where 0% means no effect; nearly all actives have a fitted effect of over 45% in size
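H1299 (p53-null), stable ts p53-A138V + BP100-Luc; 1000 cells/well, Opti-MEM/10% FBS; cpd 4 pt, 1:5; 24 h, 37 deg C, 5% CO2; detection reagent 10 min RT; luminescence.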
A-T KAP1 phos: qHTS Assay for Identifying a Potential Treatment of Ataxia-Telangiectasia. Potency, µM (titrated, usually from 57.5 µM), inactives show at the top dose activation, hits mostly activators. AID 485349, 2010. […] A-T fibroblasts, KAP-1 phosphorylation AlphaLISA; neocarzinostatin DNA damage 30 min before lysis. 0.19% of 320,000 active; note: potency is the fitted concentration of half-maximal effect; % of control where 0% means no effect; nearly all actives have a fitted effect of over 45% in size
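hTERT-immortalized A-T patient fibroblasts ([…]), 500 cells/well in OPTI-MEM, 1% FBS, got compounds for 60 min, then NCS for 30 min at 37C. Lysates were then assayed for phospho-KAP-1 by AlphaLISA (anti-pKAP1 donor, anti-KAP1 acceptor beads), 6 hr at 25C.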
TCR activator: Activators of T cell receptors: qHTS campaign; primary human leukocytes, anti-CD3, IL-2 HTRF, 48 h; Potency, µM (series often up to 9.22 µM), for inactives: at the highest dose activation of IL-2 secretion, actives largely listed as activators; 330,000 tested, under 10 active; AID 504894, 2011; note: % of control where 0% means no effect
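HTRF read-out of IL-2 secretion: europium cryptate donor excited at 320nm, d2 acceptor emission at 665nm. Cells were primary human leukocytes incubated 48 hr with compounds and a-CD3 beads, supplying TCR signal only.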
The depositor's hits bear a star; ? = inconclusive; · = no result given; & = joins results of further samples; [ ] = dose if it differs, or a comment. Unless noted, calls come from the whole dose curve; as a rule, active = well fitted curve in the direction sought with a large enough effect; inconclusive = small, poorly fitted or top-dose-only effect, or another doubt; inactive = no such curve, though single readings can be large; an effect the other way counts as inactive or inconclusive.

No.	structure	ELG1 DNA repair	B2AR arrestin	CXXC DNA block	TRPV1 ag	Integrin act MD	BRCA1 expr up	PTAP TSG101 blk	p53 reactivator	A-T KAP1 phos	TCR activator
1	CC(=O)NS(=O)(=O)c1ccc(NC(=O)c2ccc(NC(=O)c3cccs3)cc2)cc1	18%	0.2%	·	2	-3%	10%	-2%	6%	13%	-7%
2	O=C(CCSc1ccc(Cl)cc1)NC12CC3CC(CC(C3)C1)C2	?	-0.4%	-9%	?	-44%	39%	1%	?	19%	4%
3	O=C(Cc1ccc2c(c1)OCCO2)Nc1cc(C(F)(F)F)ccc1N1CCOCC1	-16%	-0.4%	·	18	-20%	-30%	-3%	-12%	5%	-2%
4	CCOC(=O)C1=C(N)N(c2ccccc2Oc2ccccc2)C(=O)C1	2%	-0.1%	14%	7	-30%	-5%	-2%	-1%	3%	-4%
5	N/C(=N\N=C\c1ccco1)SC1CC(=O)N(c2ccccc2)C1=O (stereo unspecified)	-1%	-0.2%	-2%	2	12%	-25%	1%	3%	0%	·
6	CCC(OC(=O)CN1C(=O)C(=O)c2ccccc21)C(=O)Nc1ccc(S(N)(=O)=O)cc1 (stereo unspecified)	4%	0.0%	16%	-2	5%	-14%	-5%	-3%	-2%	-1%
7	O=C(Nc1ccccc1)N(C1=NCCC1)c1ccc(OC(F)F)cc1	26%	-0.3%	2%	14	0%	-6%	-1%	25%	0%	-7%
8	COc1ccc(-n2c(SCC(=O)N3CCN(c4ccccc4)CC3)nc3c(c2=O)SCC3)cc1	?	-0.3%	-7%	9	-6%	-20%	1%	-6%	11%	-8%
9	Cc1cccc(NC(=O)C2CCCN(C(=O)Nc3ccc(F)cc3)C2)c1 (stereo unspecified)	-2%	-0.4%	1%	?	-6%	-1%	-5%	12%	1%	-3%
10	COc1ccc(-c2cc(C(=O)NCC3CCCO3)c3cc(C(C)C)ccc3n2)cc1 (stereo unspecified)	-28%	0.1%	23%	?	-52%[inhibitor]	-4%	-1%	-2%	-1%	-2%
11	CC(C)(C)OC(=O)NCCCCCc1nnc(SCc2ccccc2F)o1	?	0.3%	-1%	21	-19%	-33%	-1%	-1%	7%	0%
12	O=C(c1cnc2c(c1)COc1ccc(Cl)cc1-2)c1ccccc1O	1%	-2.3%	-3%	11	16%	7%&3%	0%	5%	·	-4%[46.1 µM]
13	Cc1occc1C(=O)Nc1cccc(C(F)(F)F)c1	11%	-0.4%	6%	12	-33%	1%	-6%	1%	·	0%[46.1 µM]
14	Cn1c(=O)cc(SCC(=O)Nc2ccc3c(c2)OCO3)c2ccccc21	0%	0.1%	-4%	-1	-1%	4%	0%	-13%	-5%	1%
15	CC(C)(C)c1nc(-c2ccccc2)nc2c1OCCC2	23%	0.0%	·	13	12%	-7%	-5%	?	?	-6%
16	O=S(=O)(/N=C(/Nc1cccc2ccccc12)c1ccccc1)c1ccc(Br)cc1	-12%	0.5%	6%	3	11%	-31%	1%	0%	4%	1%
17	COc1ccccc1C(=O)N1CCc2ccccc21	-6%	-0.2%	6%	-1	-8%	-2%	-9%	-5%	-5%	-1%
18	O=C(c1ccccc1)c1ccc(NCCCn2ccnc2)c([N+](=O)[O-])c1	-12%	-1.0%	1%	-4	-2%	-18%	4%	13%	-10%	-4%
19	COc1ccc(C(=O)NCC(=O)OCC(=O)NCc2ccco2)cc1	9%	0.2%	·	·	-33%	-2%	-6%	7%	-1%	·
20	Cn1c(Br)nc2c1c(=O)n(Cc1ccccc1)c(=O)n2C	-4%	0.3%	2%	-4	3%	21%	2%	·	-9%	·
21	Cc1cccc(C(=O)N[C@H](C(=O)Nc2ccc(C)c(S(=O)(=O)N3CCOCC3)c2)C(C)C)c1	?	-0.5%	·	·	-18%	-38%	-1%	-15%	-3%	-2%[46.1 µM]
22	COc1ccc(N2CCN(C(=O)c3oc4ccccc4c3NC(=O)Cc3ccc(OC)c(OC)c3)CC2)cc1	?	0.6%	-4%	2	4%	5%	-3%	-7%	1%	4%
23	COc1cc(Br)cc(/C=N/NC(=O)Cc2ccccc2)c1O	·	·	·	·	3%	-83%	1%	·	·	-1%
24	CC(=O)Nc1cc(NC(C)=O)cc(C(=O)NC(C)(C)C)c1	1%	0.3%	3%	-2	-15%	-4%	-5%	-4%	-11%	-7%
25	CCc1ccccc1N(CC(=O)N1CCN(c2ccccc2)CC1)S(C)(=O)=O	-17%	0.0%	1%	-1	-12%	-45%	-7%	-2%	11%	-3%
26	CCOc1cc(C(=S)N2CCCCC2)ccc1OCC(=O)NCc1ccccc1	-1%	-0.3%	-1%	14	-4%	-1%	-7%	-3%	-1%	-7%
27	O=C(OCC(=O)N1CCN(C(=O)c2ccco2)CC1)c1ccc(Cl)cc1	12%	-2.2%	·	-2	21%	5%	-11%	2%	-3%	7%
28	CCOc1ccc(CN2CCN(CC3CC3)CC2CCO)cc1 (stereo unspecified)	0%	0.1%	-1%	0	-23%	0%	4%	28%	4%	7%
29	Cc1c(Cl)cccc1NC(CC(=O)c1ccccc1)C(=O)O (stereo unspecified)	?	0.2%	-9%	-1	-27%	-37%	0%	?	-4%	6%[46.1 µM]
30	COc1cccc(-c2sc3ccccc3c2-c2ccc(OCCN3CCCC3)cc2)c1	20%	0.0%	·	·	-9%	-45%	2%	-3%	-8%	6%
31	CCc1ccc(C(=O)COC(=O)CCc2nc3ccccc3c(=O)[nH]2)cc1	5%	-0.2%	8%	3	3%	17%	-1%	6%	-1%	5%[46.1 µM]
32	CC1CCC(NC(=O)C(Cc2ccccc2)n2cccc2)CC1 (stereo unspecified)	2%	-0.7%	0%	7	12%	-23%	-4%	3%	-6%	-1%
33	CC1CN(C(=O)C(c2ccccc2)c2ccccc2)CC(C)O1 (stereo unspecified)	3%	-0.4%	-6%	-5	13%	-3%[1.84 µM]	-2%	-5%	·	-2%
34	O=C(Nc1ccc(NC(=S)NC(=O)C(c2ccccc2)c2ccccc2)cc1)c1ccccc1	·	·	·	·	?	-49%	-2%	·	·	0%
35	CCN1CCN(C(=S)NCCOC)CC1	9%	0.2%	13%	1	-3%	2%	-3%	-3%	6%	1%
36	Cc1ccc(C(=O)Nc2ccc(N3CCN(C)CC3)cc2)cc1	?	-0.1%	-15%	8	0%	1.3µM*	2%	13%	-4%	1%
37	O=C(CN1C(=O)NC2(CCCC2)C1=O)OCc1ccccc1	13%	-1.2%	·	1	5%	0%	-7%	-13%	-3%	10%
38	Fc1ccccc1-c1nc(-c2ccc(-c3nn[nH]n3)cc2)no1	?	0.0%	·	·	·	?	·	?	9%	-3%
39	COc1ccccc1/C=C1/SC(=O)N(CCC(=O)Nc2ccc(S(=O)(=O)Nc3nccs3)cc2)C1=O	4%	-1.1%	-22%	3	17%	-11%	0%	16%	-6%	2%[46.1 µM]
40	CCO[C@@H]1OC(C(N)=O)=C[C@H](C2CCCCC2)[C@H]1CCCO	-4%	-0.6%	4%	-3	40%	9%	1%	-3%	-5%	0%
41	CCc1ccccc1NC(=S)NN	-16%	?	-3%	0	·	·	·	5%	-2%	·
42	CS/C(=N\S(=O)(=O)c1cccs1)NC(=O)CSc1nc2ccccc2s1	2%	0.5%	-14%	1	8%&29%	-11%&-18%	2%&-4%	9%	-18%	3%&-4%
43	N#Cc1ccccc1NC(=O)COC(=O)c1c[nH]c2ccccc12	11%	-0.1%	·	4	1%	-32%	5%	3%	12%	3%
44	CN(CC1CCOCC1)C(=O)CC1C(=O)NCCN1Cc1cccc(F)c1 (stereo unspecified)	25%	-0.3%	7%	1	1%	-1%	-8%	-12%	0%	1%
45	NS(=O)(=O)c1ccc(NS(=O)(=O)c2ccc(NC(=O)C3CC3)cc2)cc1	?	-1.0%	23%	2	-12%	-4%	-5%	-4%	9%	2%
46	COc1ccc(/C=C/C(=O)OCC(=O)Nc2ccc(Cl)cc2F)cc1S(=O)(=O)N1CCOCC1	7%	-0.9%	19%	0	-1%	21%	-1%	0%	-3%	2%[46.1 µM]
47	CC12CCC(C(=Nc3ccc(N=C4C(=O)C5(C)CCC4C5(C)C)cc3)C1=O)C2(C)C	7%	-0.7%	-2%	12	34%	-6%	-4%	2%	8%	-4%
48	CCOC(=O)c1nn(-c2ccc3c(c2)OCO3)cc1O	?	0.8%	-5%	-1	-14%	3.2µM*	1%	24%	0%	0%
